High-throughput results as filed in PubChem.
EBI2 block = EBI2 receptor antagonists, beta-arrestin recruitment, primary screen, cell-based, luminescence, 7a,25-OHC stimulation, uHTS; 0.81% of 360,000 active; 7a,25-OHC stimulated; G-protein coupled receptor 183 (Homo sapiens), P32249; inhibition, % at 5 µM; AID 651636, 2012; in the data active = inhibition above about 38%;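 also: enzyme fragment complementation signal reports receptor beta-arrestin coupling in cells; 0% = agonist plus DMSO wells and 100% = wells without agonist; some results beyond the cut were filed as inactive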
UBC13 polyUb = UBC13 polyubiquitin chain formation inhibitors, primary screen, biochemical, TR-FRET, uHTS; Ubiquitin-conjugating enzyme E2 N (Homo sapiens), P61088; inhibition, % at 20 µM; AID 485273, 2010; 0.47% of 330,000 active; in the data active = inhibition above about 45%, passing the limit was not always enough
Target sequence (P61088 whole entry, looked up): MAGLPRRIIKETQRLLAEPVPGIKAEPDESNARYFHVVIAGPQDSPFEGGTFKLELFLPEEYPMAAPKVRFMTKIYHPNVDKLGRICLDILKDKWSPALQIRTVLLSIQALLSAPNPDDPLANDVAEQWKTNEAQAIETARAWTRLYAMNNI
Gli-Sufu block = Gli-Sufu pathway antagonists, primary screen, luciferase luminescence, Sufu-KO-LIGHT cells, uHTS | Sufu-KO-LIGHT fibroblasts, Gli luciferase reporter luminescence | inhibition, % at 5 µM | 0.74% of 340,000 active;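 active = inhibition above about 55%, limit read from the data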;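 also: 0% = DMSO-treated cells and 100% = wells with medium but no cells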
CCR6 antag = CCR6 receptor antagonists, primary screen, cell-based, CHO-K1, luminescence, beta-arrestin, uHTS; CHO-K1 CCR6 PathHunter beta-arrestin, CCL20-stimulated; inhibition, % at 20 µM; C-C chemokine receptor type 6 (Homo sapiens), P51684; 0.49% of 340,000 active;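 active = compounds whose inhibition of the agonist-driven luminescence signal at 20 µM reaches about 50%, limit read from the data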;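 also: cells stimulated with CCL20 at 14 nM final; plate controls were DMSO with CCL20 for no effect and DMSO without agonist for full effect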
697 NFkB inh = inhibitors of PMA/ionomycin-induced NF-kB reporter, 697 cells, primary screen, B-cell NF-kB inhibitor project, cell-based, luminescence, uHTS | 697 B-cell NF-kB luciferase reporter, 16 h | inhibition, % at 4 µM | 0.33% of 330,000 active | AID 435022, 2010; in the data active = inhibition above about 35%
APJ antag = antagonists of human apelin receptor APJ, primary screen, CHO-K1 cells, beta-arrestin complementation, luminescence. inhibition, % at 20 µM. P35414. AID 2521, 2010. 0.32% of 330,000 active;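 active = inhibition above about 40% at 20 µM, limit read from the data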;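 also: cells challenged with 10 nM apelin-13 agonist together with compound; plate controls were apelin-13 plus DMSO wells for no effect and DMSO wells lacking apelin-13 for full effect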
Target sequence (P35414 whole entry, looked up): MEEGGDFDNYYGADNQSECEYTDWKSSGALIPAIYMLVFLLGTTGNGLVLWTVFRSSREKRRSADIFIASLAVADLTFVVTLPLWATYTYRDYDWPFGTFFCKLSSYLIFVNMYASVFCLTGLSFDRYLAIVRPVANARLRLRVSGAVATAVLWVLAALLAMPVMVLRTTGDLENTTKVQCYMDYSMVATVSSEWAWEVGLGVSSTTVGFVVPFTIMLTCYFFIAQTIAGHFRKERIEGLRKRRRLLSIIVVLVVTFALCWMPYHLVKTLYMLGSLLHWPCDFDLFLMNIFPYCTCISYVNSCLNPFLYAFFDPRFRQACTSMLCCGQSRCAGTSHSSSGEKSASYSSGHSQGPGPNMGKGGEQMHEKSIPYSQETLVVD
CXCR6 block = CXCR6 receptor inhibitors, primary screen, cell-based, beta-arrestin, luminescence, CHO-K1 PathHunter, 1536-well; C-X-C chemokine receptor type 6 (Homo sapiens), O00574; inhibition, % at 20 µM; 0.36% of 360,000 active; in the data active = inhibition above about 34%, passing the limit was not always enough;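 also: antagonist mode with CXCL16 agonist at 10 nM final; 0% = 10 nM CXCL16 with DMSO and 100% = unstimulated wells without agonist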
Target sequence (O00574 whole entry, looked up): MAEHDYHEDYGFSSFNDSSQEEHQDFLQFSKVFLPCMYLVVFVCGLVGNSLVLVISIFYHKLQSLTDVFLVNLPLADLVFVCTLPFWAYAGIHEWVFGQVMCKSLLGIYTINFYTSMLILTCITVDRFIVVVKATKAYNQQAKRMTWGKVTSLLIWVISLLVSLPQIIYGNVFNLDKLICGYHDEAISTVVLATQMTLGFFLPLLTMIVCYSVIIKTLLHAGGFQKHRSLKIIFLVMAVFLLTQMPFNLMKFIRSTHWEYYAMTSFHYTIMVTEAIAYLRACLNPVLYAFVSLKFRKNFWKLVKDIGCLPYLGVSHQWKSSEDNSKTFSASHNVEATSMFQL
Jurkat NFkB inh = inhibitors of induced NF-kB luciferase reporter, primary screen, TCR NF-kB activation inhibitor project, cell-based, luminescence, uHTS; inhibition, % at 4 µM; Jurkat, PMA/ionomycin-induced NF-kB luciferase reporter; AID 435003, 2010; 0.53% of 330,000 active; in the data active = inhibition above about 50%
The depositor's hits bear a star; nt = not tested or not shown.

SMILES | EBI2 block | UBC13 polyUb | Gli-Sufu block | CCR6 antag | 697 NFkB inh | APJ antag | CXCR6 block | Jurkat NFkB inh
C=CCNC(=O)CN(Cc1ccccc1)S(=O)(=O)c1ccccc1 | -3.0 | 5.5 | 4.8 | 1.8 | 7.6 | 11.2 | 0.1 | -7.7
COc1cc(O)c(C(CC(=O)N2CCCC2)c2ccc(N(C)C)cc2)c(OC)c1 (stereo not drawn) | -0.5 | 6.7 | -8.8 | 4.0 | 22.0 | 16.3 | 0.1 | 8.3
Cc1cccc(C)c1NC(=O)NC1(C(=O)NCC2CCCO2)CCCCC1 (stereo not drawn) | 4.4 | -6.8 | -7.8 | 4.7 | -14.2 | -9.4 | 5.0 | -1.6
CCC(CC)COC(=O)C(C#N)c1nc2ccccc2nc1N1CCOCC1 (stereo not drawn) | 16.2 | -11.9 | 10.9 | 23.6 | 0.8 | -0.5 | 6.0 | 14.3
CC1=C(C(=O)OCc2ccc3c(c2)OCO3)C(c2ccccc2)NC(=O)N1 (stereo not drawn) | -2.6 | 1.0 | -13.9 | -19.8 | -34.7 | -1.3 | 13.1 | 45.8
COc1ccc(CN2CC(C(=O)NCCN3CCOCC3)CC2=O)cc1 (stereo not drawn) | -11.5 | 2.6 | 10.6 | 3.3 | 11.3 | 25.1 | -6.3 | 0.2
NC1=NC(c2cn[nH]c2-c2cccc(F)c2)n2c(nc3ccccc32)N1 (stereo not drawn) | -6.0 | 15.3 | 0.9 | -5.2 | -3.3 | -1.8 | 2.9 | 0.4
O=C(CN1CCN(CN2C(=O)NC3(CCCCCC3)C2=O)CC1)Nc1cccc(F)c1 | -4.8 | -2.1 | 9.8 | -7.9 | 4.1 | 10.2 | 1.0 | 3.2
CC(C)(C)c1ccc(OC(=O)c2ccccc2)cc1 | 3.6 | 3.0 | 31.8 | 7.1 | -0.5 | 18.3 | -7.2 | -13.1
CCCc1ccc2c(N)c(C#N)sc2n1 | 12.6 | 5.5 | -5.7 | 16.4 | -5.7 | 3.8 | 9.7 | -13.2
O=C(COc1ccc2ccccc2c1Br)N1CCCCC1 | 15.0 | -7.2 | -52.7 | 4.8 | -54.3 | -24.9 | -0.7 | -45.0
CCOC(=O)CSC1=C(C#N)C(c2ccc(F)cc2)C(C(C)=O)=C(C)N1 (stereo not drawn) | 1.4 | 25.5 | 2.2 | 9.1 | -21.4 | 7.9 | -1.0 | -17.9
Cc1cc(=O)oc2cc(OC(C)C)ccc12 | 1.9 | -4.4 | -3.7 | 2.3 | -1.4 | 10.6 | -14.2 | 13.4
O=C(CS(=O)(=O)c1ccc(F)cc1)Nc1nccs1 | -6.4 | 2.8 | -0.3 | -0.6 | 23.0 | 9.4 | 9.2 | 8.2
CCN(c1ccc(NC(=O)COC(=O)CCc2nc3ccccc3n2-c2ccccc2)cc1)C(C)C | 7.4 | -6.5 | 0.1 | 19.3 | -2.5 | 17.6 | 7.9 | 7.4
O=C(c1cccc(Cl)c1)N1CCC2CC1c1cc(-c3ccccc3)ccc12 (stereo not drawn) | 4.8 | nt | 5.6 | 14.0 | nt | nt | 8.3 | nt
Cc1cc(C)c(CN2CCC(N3CCC(C(=O)NCC4CCCO4)CC3)CC2)cc1C (stereo not drawn) | -5.8 | 6.0 | 3.8 | 10.1 | 12.5 | -0.6 | -2.6 | 18.4
CCN1C(=O)c2ccccc2Sc2ccc(C(=O)O)cc21 | -3.5 | 5.5 | 1.2 | 7.8 | 15.7 | 20.5 | 6.1 | 4.8
COc1ccc(-c2c(-c3cc(OC)cc(OC)c3)n(C)c3ccc(-c4ccc(OC)cc4F)cc23)cc1 | -5.5 | 13.4 | 10.7 | -1.0 | -7.4 | 2.3 | 5.3 | -31.4
COc1ccc(CC(=O)Nc2cccc(-c3cn4ccccc4n3)c2)cc1 | -7.7 | -0.3 | -47.4 | -14.9 | -28.3 | -12.9 | -6.6 | -42.1
CN(Cc1ccc(F)cc1)C(=O)COc1ccc2ccccc2c1 | 93.1* | 5.2 | 6.4 | -0.8 | -6.3 | -30.6 | -1.3 | -11.3
Cc1ccc(S(=O)(=O)N2CCN(S(=O)(=O)N(C)C)CC2)cc1 | 1.2 | -1.2 | 15.0 | -4.8 | -29.6 | 3.4 | 2.2 | -13.5
O=C(N/N=C/c1ccccc1OC(F)F)C1=COCCO1 | -3.3 | -3.4 | -3.2 | -9.8 | 13.4 | -17.4 | 0.7 | -8.4
COc1cc(/C=N/NC(=O)CC#N)cc(Br)c1O | 0.4 | 0.6 | 1.1 | -2.5 | 10.9 | -5.5 | 2.8 | 0.0
Clc1cccc(Cl)c1Cn1cc(Br)cn1 | 9.7 | 12.3 | 31.1 | 6.2 | 3.4 | 2.1 | 4.5 | -3.7
CC(=O)c1ccc(S(=O)(=O)N2CCN(S(=O)(=O)c3ccccc3C(F)(F)F)CC2)cc1 | 2.8 | -5.8 | 5.2 | 0.9 | 17.9 | 3.1 | -3.2 | 17.5
CCOC(=O)COn1c(=O)c(-c2ccc(Br)cc2)[n+]([O-])c2ccccc21 | -2.7 | 5.2 | -25.9 | 15.3 | -37.7 | -2.5 | -5.1 | -32.3
O=C(CN1CCN(S(=O)(=O)c2ccc(Cl)cc2)CC1)c1ccc(O)c(O)c1 | -4.1 | -4.1 | 42.4 | 16.0 | -64.7 | 6.9 | -1.9 | 2.0
Cc1nc2sc(C(c3ccccc3)N3CCN(C)CC3)c(O)n2n1 (stereo not drawn) | 0.5 | -0.2 | 2.2 | -5.8 | 6.8 | -8.7 | -0.3 | -0.2
C[C@H](NC(=O)c1ccco1)C(=O)Nc1ccc(S(=O)(=O)N2CCCC2)cc1 | -1.8 | 5.0 | -15.4 | -10.3 | 21.5 | -0.3 | -3.9 | 11.1

7 compounds picked at random from the list so far:
SMILES | EBI2 block | UBC13 polyUb | Gli-Sufu block | CCR6 antag | 697 NFkB inh | APJ antag | CXCR6 block | Jurkat NFkB inh
CC(=O)c1ccc(S(=O)(=O)N2CCN(S(=O)(=O)c3ccccc3C(F)(F)F)CC2)cc1 | 2.8 | -5.8 | 5.2 | 0.9 | 17.9 | 3.1 | -3.2 | 17.5
CCN1C(=O)c2ccccc2Sc2ccc(C(=O)O)cc21 | -3.5 | 5.5 | 1.2 | 7.8 | 15.7 | 20.5 | 6.1 | 4.8
Cc1nc2sc(C(c3ccccc3)N3CCN(C)CC3)c(O)n2n1 (stereo not drawn) | 0.5 | -0.2 | 2.2 | -5.8 | 6.8 | -8.7 | -0.3 | -0.2
Cc1cc(C)c(CN2CCC(N3CCC(C(=O)NCC4CCCO4)CC3)CC2)cc1C (stereo not drawn) | -5.8 | 6.0 | 3.8 | 10.1 | 12.5 | -0.6 | -2.6 | 18.4
CCOC(=O)COn1c(=O)c(-c2ccc(Br)cc2)[n+]([O-])c2ccccc21 | -2.7 | 5.2 | -25.9 | 15.3 | -37.7 | -2.5 | -5.1 | -32.3
O=C(CN1CCN(S(=O)(=O)c2ccc(Cl)cc2)CC1)c1ccc(O)c(O)c1 | -4.1 | -4.1 | 42.4 | 16.0 | -64.7 | 6.9 | -1.9 | 2.0
CN(Cc1ccc(F)cc1)C(=O)COc1ccc2ccccc2c1 | 93.1* | 5.2 | 6.4 | -0.8 | -6.3 | -30.6 | -1.3 | -11.3

Additional results.
SMILES | EBI2 block | UBC13 polyUb | Gli-Sufu block | CCR6 antag | 697 NFkB inh | APJ antag | CXCR6 block | Jurkat NFkB inh
CCOc1cc(C(=O)NC(CC(=O)O)c2ccc(OC3CCCC3)cc2)cc(OCC)c1OCC (stereo not drawn) | -3.8 | -12.0 | -4.3 | 3.2 | 6.2 | -2.6 | -1.7 | -5.6
Cc1ccc(C(=O)O/N=C(\N)c2nonc2N)cc1 | -8.3 | -0.7 | -3.3 | 5.2 | -29.7 | 1.6 | -9.6 | 2.0
Cc1cc(C)nc(NC(=O)Nc2ccc3c(c2)OCO3)c1 | -10.2 | -10.1 | -86.3 | -1.4 | -148.7 | -12.5 | 4.0 | -123.9
COc1cc(/C=N/NC(=O)c2cccnc2)cc(Br)c1O | -10.3 | -4.1 | 2.3 | -9.3 | 10.4 | 0.4 | -5.4 | -11.0
COC(=O)Cn1c2ccc(C)cc2c2nc3ccccc3nc21 | 12.1 | -3.5 | -2.1 | 13.1 | -14.4 | -3.6 | -2.2 | -11.6
COc1cc2ncnc(NCc3ccc(F)cc3)c2cc1OC | -2.8 | 7.7 | 31.9 | 1.7 | 6.6 | 3.2 | -8.3 | 5.1
COc1ccc(/C=c2\sc3nc(-c4ccccc4)c(-c4ccccc4)n3c2=O)cc1OC | 3.3 | -18.3 | -1.2 | 3.3 | 5.0 | 12.3 | -2.8 | -3.6
CCCc1nnc(NS(=O)(=O)c2ccccc2)s1 | 5.0 | -5.2 | -10.7 | 11.1 | -8.2 | 15.5 | -2.5 | 2.9
COc1ccc(S(=O)(=O)N2CCOCC2)cc1Cl | -12.5 | 5.2 | 0.0 | 5.0 | 14.4 | 3.6 | -6.5 | 9.4
O=C(NC1CCCC1)c1cccc(S(=O)(=O)Nc2ccccc2F)c1 | -8.1 | 6.5 | 3.0 | 10.4 | 3.2 | 1.8 | -0.2 | -6.8
CCOC(=O)CSc1nnc(-c2ccc3ncccc3c2)n1C | 10.2 | -6.4 | 7.0 | -2.1 | -3.0 | -0.5 | 3.4 | 2.1
COc1cc(C(=O)Nc2ccc3nc(N4CCOCC4)sc3c2)cc(OC)c1OC | 1.1 | 6.7 | 9.1 | 8.3 | -34.7 | -37.5 | 1.7 | -15.5
COc1ccc(C(c2nnnn2Cc2ccccc2)N2CCN(C(=O)c3ccco3)CC2)cc1 (stereo not drawn) | 7.0 | -5.3 | 2.9 | 11.4 | -19.9 | 11.2 | 4.4 | -15.3
CN(C(=O)COC(=O)c1ccc(Cl)cc1N)C1CCCCC1 | 6.3 | 6.8 | -6.1 | -2.8 | -10.1 | -22.7 | -2.6 | -21.0
CC(=O)N1CCN(C(=O)c2ccc(S(=O)(=O)Nc3cccc(C(F)(F)F)c3)cc2)CC1 | -10.7 | 0.2 | -6.6 | -1.9 | -1.8 | 3.8 | -0.4 | 10.6
Cc1ccccc1-n1c(-c2ccc(Br)o2)n[nH]c1=S | -5.3 | -6.5 | 0.1 | -4.2 | 0.5 | 18.9 | 4.5 | 19.1
COc1ccc(CCNC(=O)C2CCN(S(=O)(=O)c3cccc4nsnc34)CC2)cc1OC | -1.5 | -6.7 | 4.0 | 9.2 | 22.1 | 16.3 | -9.4 | -1.8
CCOC(=O)/C(C#N)=C/c1c(N2CCN(c3cccc(Cl)c3)CC2)nc2c(C)cccn2c1=O | 19.9 | -17.5 | 9.0 | 16.8 | 7.8 | 17.3 | 11.4 | 9.5
C=CCOc1c(CNc2nccs2)cccc1OCC | -0.2 | 0.7 | 1.6 | 13.2 | -3.0 | 16.6 | -2.5 | 5.5
CCn1c(=O)n(CC(=O)NCC2CCCO2)c(=O)c2c3c(sc21)COC(C)(C)C3 (stereo not drawn) | -8.2 | 6.3 | -7.0 | -4.5 | -0.5 | 38.5 | -7.0 | 6.0
CC1=C(C(=O)OCc2ccccc2)C(c2ccccc2-c2ccccc2)NC(=O)N1CCCCCC(=O)O (stereo not drawn) | -2.7 | -24.7 | -1.3 | -1.2 | 15.2 | -27.7 | -5.7 | 6.9
CC(C)CC(OC(=O)c1cccs1)C(=O)NCC1CCCO1 (stereo not drawn) | -5.5 | 4.2 | 17.3 | 11.2 | -3.7 | 5.1 | 3.6 | 5.2
Cc1ccc(C(=O)N2CCN(c3cc4c(cc3[N+](=O)[O-])n(C)c(=O)n4C)CC2)cc1 | 4.4 | -42.6 | -2.5 | 29.6 | -8.2 | 27.7 | 11.8 | 10.3
Cc1ccc(C(=O)N2CCCCC2C(=O)O)cc1S(=O)(=O)N1CCCCC1 (stereo not drawn) | -1.5 | 0.7 | 3.8 | -5.1 | 7.3 | 7.4 | -4.0 | 3.4

This is a random part of the collection (roughly 3% active in at least one column).
